# ROC1-CUL1 inh: inhibitors of human ROC1-CUL1 ubiquitin ligase activity; E3 ubiquitin-protein ligase RBX1 (Homo sapiens) + Cullin-1 (Homo sapiens), P62877+Q13616; in vitro K48 di-Ub FRET, acceptor:donor ratio, 45 min; inhibition, % at 10 µM; 140,000 tested, 0.6% active; in the data active means inhibition above about 25%
# Target sequence (P62877 whole entry, looked up): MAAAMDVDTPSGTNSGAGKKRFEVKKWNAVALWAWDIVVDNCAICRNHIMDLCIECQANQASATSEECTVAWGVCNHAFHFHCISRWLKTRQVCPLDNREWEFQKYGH
# Target sequence (Q13616 whole entry, looked up): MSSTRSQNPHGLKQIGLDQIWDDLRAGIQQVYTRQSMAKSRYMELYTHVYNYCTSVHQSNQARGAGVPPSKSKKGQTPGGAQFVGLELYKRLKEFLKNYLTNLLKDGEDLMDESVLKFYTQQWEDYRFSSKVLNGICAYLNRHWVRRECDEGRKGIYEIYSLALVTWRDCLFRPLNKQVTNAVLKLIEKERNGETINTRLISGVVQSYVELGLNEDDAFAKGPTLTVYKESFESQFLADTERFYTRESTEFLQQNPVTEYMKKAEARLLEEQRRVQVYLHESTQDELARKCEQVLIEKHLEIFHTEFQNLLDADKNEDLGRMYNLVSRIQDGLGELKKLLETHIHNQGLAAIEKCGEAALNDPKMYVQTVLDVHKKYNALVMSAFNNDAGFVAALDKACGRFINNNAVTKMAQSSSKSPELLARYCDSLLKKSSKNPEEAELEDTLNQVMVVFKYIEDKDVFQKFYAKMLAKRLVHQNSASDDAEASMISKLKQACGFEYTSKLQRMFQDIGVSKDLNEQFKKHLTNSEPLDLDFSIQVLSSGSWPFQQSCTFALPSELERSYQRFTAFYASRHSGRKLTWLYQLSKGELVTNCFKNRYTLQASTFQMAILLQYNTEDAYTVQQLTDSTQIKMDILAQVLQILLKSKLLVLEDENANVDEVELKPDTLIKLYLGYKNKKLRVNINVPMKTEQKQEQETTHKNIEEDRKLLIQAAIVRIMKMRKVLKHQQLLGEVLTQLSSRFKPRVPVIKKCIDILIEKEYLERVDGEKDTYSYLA
# The depositor's hits bear a star. The list is partial (hit frequency here may not be typical).
mol	ROC1-CUL1 inh
CCOc1cc(/C=C2\SC(=S)NC2=O)ccc1OCC(=O)O	13
COc1cc(-c2c(C#N)c(N)n3c(nc4ccccc43)c2C#N)cc(Br)c1OC	-2
CCN(Cc1ccncc1)C1CCCN(Cc2ccncc2)C1 (stereo unspecified)	-7
CCCCc1ccc(NC(=S)N=C2C(=O)N(c3ccccc3)N(C)C2C)cc1 (stereo unspecified)	0
O=C(COc1ccc(Cl)cc1Cl)NCCCN1CCOCC1	-2
COc1cc(CNC(C)(C)CO)cc(Br)c1OCc1ccccc1	3
O=C(O)COc1c(Cl)cc(Cl)cc1Br	-1
CN(Cc1ccc(F)cc1)c1ccc(OCC(=O)NCCc2cccc(Cl)c2)nn1	-3
CCOc1ccc(-c2cc(OC(=O)c3ccccc3)c3c(C)oc(C)c3c(=O)c2)cc1	7
COc1ccccc1CNC(=O)C(=O)NCC(c1cccs1)S(=O)(=O)c1ccccc1 (stereo unspecified)	-3
CCCCCOC(=O)CSc1nc2sc3c(c2c(=O)n1Cc1ccccc1)CC(C)(CC)OC3 (stereo unspecified)	0
Cc1cccc(OCCCNC2CCCC2)c1	4
CCn1ccc2cc(S(=O)(=O)N3CCCN(C(=O)Nc4ccccc4OC)CC3)ccc21	-8
CCC(C(=O)Nc1ccc(S(=O)(=O)N(C)C)cc1)c1ccccc1 (stereo unspecified)	-7
Cc1ccc(NC(=O)CC(C)n2nc(C)c(Br)c2C)cc1Cl (stereo unspecified)	-9
CCOC(=O)C1C(CS(=O)(=O)c2ccc(F)c(C)c2)=NC(=O)NC1c1ccccc1OC (stereo unspecified)	-1
COC(=O)[C@@H](NC(=O)c1cc(COc2c(C)cccc2C)on1)C(C)C	2
COCCNC(=O)c1ccc(-n2c(-c3ccccc3)cc3c2CCC(C)C3)cc1 (stereo unspecified)	-1
O=C(NNC(=O)c1ccccc1[N+](=O)[O-])c1ccc([N+](=O)[O-])cc1	4
COc1ccc(-c2noc(C3CC(=O)N(c4ccc(C)c(F)c4)C3)n2)c(OC)c1 (stereo unspecified)	5
CCOC(=O)c1sc(SC)c2c(=O)[nH]nnc12	2
C#CCN(Cc1ccco1)C(=O)c1cn(Cc2ccc(F)cc2)nn1	-7
COc1ccc(OC)c(NC(=O)c2cnoc2C)c1	5
Cc1ccc(-c2cc(C(=O)N3CC(C)CC(C)C3)c3ccccc3n2)o1 (stereo unspecified)	6
O=C(C1CCC(Cn2c(=O)c3sccc3n(Cc3ccccc3F)c2=O)CC1)N1CCOCC1 (stereo unspecified)	-8
COc1ccccc1NC(=O)Cn1cnc2c(nc3n2CCCCC3)c1=O	0
CC1(C)NC(=O)N(C23CC4CC(CC(C4)C2)C3)C1=O	8
Cc1cc(OC(=O)C2CCC2)c(C(C)C)cc1Cl	-4
CCn1ccc2cc(S(=O)(=O)N3CCCN(C(=O)NCC(C)C)CC3)ccc21	-7
Cc1cc(C(=O)N/N=C/c2cccc(Cl)c2Cl)no1	8
Clc1ccc(CNCC2CCNCC2)c(Cl)c1	1
CC(C)Sc1nc2ccccc2c(=O)[nH]1	7
CCn1c(=O)c2cc(C(=O)Nc3cccc(C(F)(F)F)c3)sc2c2ccccc21	3
COc1ccc2ccc(OC)c(C3NC(=S)N=C(C)C3C(N)=O)c2c1 (stereo unspecified)	6
CC(C)c1ccc(S(=O)(=O)N2CCN(CC(=O)Nc3ccccc3C(F)(F)F)CC2)cc1	10
COc1cccc(C(=O)Nc2ccccc2C(F)(F)F)c1	0
CCN(CC)Cc1c(O)ccc2occ(C(=O)c3cccs3)c12	-2
Cc1ccccc1C(=O)Nc1ccccc1C(=O)OCc1cc(=O)n2nc(C3CC3)sc2n1	-8
CCOC(=O)N1CCC(NC(=O)C2CC23CCN(C(=O)C2(c4ccc(Cl)cc4)CC2)CC3)CC1 (stereo unspecified)	9
CCOc1ccc(NC(=O)c2ccc3c(=O)n4nc(Nc5ccccc5C)sc4nc3c2)cc1	-1
COCCN(Cc1cccc(-c2nc(C)c(F)c(=O)[nH]2)c1)Cc1cnn(C)c1	2
O=C1NC(=O)N(Cc2ccccc2)C2=NC(c3ccccc3F)=NC(C(F)(F)F)(C(F)(F)F)C12 (stereo unspecified)	-7
Cc1ccc(C)c(NC(=O)c2nnn(-c3cc(C)ccc3Cl)c2C)c1	1
NC(=O)c1ccccc1Nc1ccccc1Cl	-5
Cc1cc(Cl)ccc1NC(=O)C12CCC(C)(C(=O)C1=O)C2(C)C (stereo unspecified)	-3
N#C/C(=C\c1cc2ccccc2nc1Cl)c1nc(-c2ccc(Cl)cc2Cl)cs1	0
O=C(CSc1nnc(-c2cccc3ccccc23)o1)NC1=NN(c2ccccc2)C(=O)C1	9
O=c1c(S(=O)(=O)c2cccc(Cl)c2)cn(Cc2ccccc2)c2cc(N3CCCCC3)c(F)cc12	2
Cc1nn(-c2nc3ccccc3[nH]2)c2c1C(=O)CC(C)C2 (stereo unspecified)	1
CCCCOC(=O)c1cccc(NC(=O)c2cc3ccccc3o2)c1	1
CN1C(=O)C=NC2C(=O)NC(=S)N=C21 (stereo unspecified)	-10
COc1ccccc1NC(=O)CSC1=Nc2ccccc2N=C(c2ccc(F)cc2)C1	-11
Cc1ccc2nc(N3CCN(c4cccc(C(F)(F)F)c4)CC3)c3nnnn3c2c1	0
Cc1ccc(CN2CCC(N3CCCC(C(=O)NC4CC4)C3)CC2)s1 (stereo unspecified)	-3
Cc1ccc(CNC(=O)c2cnc3c(-c4ccccc4)c(C)nn3c2C)o1	-1
CCn1c(=O)c2c(nc3n2CCCN3c2cccc(OC)c2)n(C)c1=O	5
c1ccc(Cc2nnc3sc(-c4ccccn4)nn23)cc1	2
CCOC(=O)C1(Cc2ccccc2F)CCCN(C(=O)c2cc[n+]([O-])cc2)C1 (stereo unspecified)	2
O=C1Nc2ccccc2C1C=NCc1ccccc1 (stereo unspecified)	-1
COc1ccccc1N1CCN(CC(O)COc2ccc(C)cc2)CC1 (stereo unspecified)	-4

# Next entries:
mol	ROC1-CUL1 inh
COc1ccc(C2c3c(n(C)c4ccccc34)C(=O)N2CC(=O)Nc2ccccc2Cl)cc1 (stereo unspecified)	2
CCOC(=O)C(C)N1C(=O)S/C(=C/c2ccc(-c3cccc(C(=O)O)c3C)o2)C1=O (stereo unspecified)	-1
Cc1ccc(NC(=O)CSc2nc(-c3cccs3)nc3cc(=O)[nH]n23)cc1	7
COc1ccccc1NC(=O)CSc1ccc(-c2ccccn2)nn1	-12
COc1ccc(NC(=O)C2CCN(S(=O)(=O)c3c(C)cc(C)cc3C)CC2)cc1Cl	-11
Cc1ccc2cccc3c2[n+]1CCC3	7
CCOC(=O)c1c(-c2ccc(OC)cc2)csc1NC(=O)c1cc(OC)c(OC)c(OC)c1	2
COC(=O)Nc1nc(C)c(C(=O)c2ccccc2)s1	-2
CSc1cc(-c2ccccc2)n(-c2ccccc2)c(=S)c1C(=O)c1ccccc1	-2
Cc1cc(OCC(=O)Nc2cc(-c3nc4ncccc4o3)ccc2C)ccc1Cl	8
Cc1ccc(C)c(Cn2c(=O)n(-c3ccc(Cl)cc3)c(=O)c3c4c(sc32)CCC4)c1	6
O=S(=O)(Nc1cccc(C(F)(F)F)c1)c1ccc(-c2cnc(C3CC3)o2)cc1	2
COc1ccc(NC(=O)Cn2c(=O)n(Cc3ccc(C(=O)NCc4ccccc4Cl)cc3)c(=O)c3ccccc32)cc1OC	-6
O[C@@H]1CN(Cc2ccoc2)CC[C@H]1N1CCCCCC1	8
O=S(=O)(c1ccccc1)c1nc(-c2ccc(Cl)cc2Cl)oc1N1CCCCCC1	6
CC(C)C(=O)NCC1(N(C)C)CCCCC1	-2
Cc1ccccc1NC(=O)Cn1c(=O)n(CCc2ccccc2)c(=O)c2ccccc21	4
CCN(CC)C(=O)c1ccc(C)c(NS(C)(=O)=O)c1	8
CC(C)CCNC(=O)CCN1Cc2ccccc2OC(c2ccccc2F)C1 (stereo unspecified)	7
CSc1nnc2c(n1)OC(c1ccc(Cl)cc1)N(C(C)=O)c1ccc(Cl)cc1-2 (stereo unspecified)	5
Cc1ccc(SCc2cc(=O)[nH]c(SC(C(=O)c3ccccc3)c3ccccc3)n2)cc1 (stereo unspecified)	5
CC(C)CCOc1cccc(C(=O)Nc2ccc(-c3cc4ccccc4oc3=O)cc2)c1	8
O=C(/C=C\c1cccs1)c1c(O)ccc2ccc(=O)oc12	-1
O=C1CC(=O)c2c(c3c(n(-c4ccccc4)c2=O)CCCC3)O1	0
CCOc1ccc(-n2c(SCC(=O)N3CCCCCC3)nc3c([nH]c4ccccc43)c2=O)cc1	-6
Cc1cc(Cl)ccc1NC(=O)C1CCN(c2nnc(-n3c(C)ccc3C)s2)CC1	-6
CCOc1ccccc1C(=O)N1CCN(CCc2ccccn2)CC1	2
O=c1c2c(-c3ccc(F)cc3)csc2nc(SCc2ccc(Cl)cc2)n1-c1ccccc1	6
COC(=O)c1cc(CNC(=O)[C@@H]2C[C@@H]3C=C[C@H]2C3)cc(NS(=O)(=O)c2ccc3c(c2)OCCO3)c1	-5
O=C(Cn1cc(SCc2ccc(F)cc2)c2ccccc21)N1CCCCCC1	-1
N#Cc1c(NC(=O)c2cccc(S(=O)(=O)N3CCN(c4ccccc4)CC3)c2)sc2c1CCCC2	3
O=C(CCS(=O)(=O)c1ccc(F)cc1)N1CCOCC1	6
CCC(=O)Nc1ccc(N2CCN(C(=O)CC(C)C)CC2)c(Cl)c1	11
CCn1cc2c(n1)-c1c(oc(C(=O)Nc3cccc(C(F)(F)F)c3)c1C)CC2	1
O=C(c1ccc(N2CCC(NCCC(c3ccccc3)c3ccccc3)CC2)cc1)N1CCOCC1	4
O=C(CCSc1nc2ccccc2n1S(=O)(=O)c1ccccc1)N1CCCCC1	-5
O=C(NC1CC(=O)N(c2ccc(F)cc2)C1)C(c1ccccc1)c1ccccc1 (stereo unspecified)	-5
O=C(CNS(=O)(=O)c1cc(Cl)ccc1Cl)Nc1ccc(F)cc1	13
CCOc1cc(C)c(C)cc1S(=O)(=O)n1ccnc1C	-3
Cn1c2c(c(=O)n(C)c1=O)C(c1cccc([N+](=O)[O-])c1)C1C(=O)c3ccccc3C1=N2 (stereo unspecified)	5
O=C(N/N=C\c1ccc(F)cc1)C(c1ccccc1)N1CCCCC1 (stereo unspecified)	-5
Cc1ccc(N=C2S/C(=C\c3ccc(O)cc3)C(=O)N2c2ccc(C)cc2)cc1	-9
CCOC(=O)c1nn(-c2ccc(Cl)cc2)c2nnc(C)c(=O)n12	-6
COc1cc(C2C(C(=O)c3ccc4c(c3)OCCO4)C(=O)C(=O)N2Cc2cccnc2)ccc1OCc1ccccc1 (stereo unspecified)	-8
CCOc1ccc(NC(=O)c2ccc3c(=O)n4c(nc3c2)CCCCC4)cc1	-4
Cc1ccc(-n2nnnc2-c2cnc3ccc(Cl)cc3c2-c2ccccc2)cc1	-8
CCCCNc1nc(NCCOC23CC4CC(CC(C4)C2)C3)nc(OCC(F)(F)F)n1	-4
COc1cc(C2NC(=O)N(C)C(O)(C(F)(F)F)C2C(=O)c2ccccc2)ccc1OCc1ccc(Cl)cc1 (stereo unspecified)	1
CCN(CC)c1ccc2c(Cl)c(C3CCCCC3)c(=O)oc2c1	1
CCc1noc(C)c1C(=O)N1CCN(Cc2cccc(F)c2)CC1	5
Cc1cnc(-n2ncc(C(=O)NCCc3ccncc3)c2C2CC2)nc1-c1cccs1	4
O=C(CSc1ccc(Cl)cc1)Nc1ccc(N2CCN(C(=O)c3cccs3)CC2)cc1	-4
Cc1cc2nn(-c3ccccc3)nc2cc1NC(=O)c1oc2ccccc2c1C	-4
O=S1(=O)Cc2cc3ccccc3cc2C1	8
NC(=O)c1cc(-c2ccccc2)sc1NC(=O)CSc1nc2sc3c(c2c(=O)n1-c1ccccc1)CCCCC3	8
O=C(CCc1nnc2n(Cc3ccccc3Cl)c(=O)c3ccccc3n12)Nc1ccc(F)c(F)c1	-3
COc1cccc(CSC(=S)N2CCc3ccccc3C2)c1	-1
CSc1oc(-c2cccs2)nc1S(=O)(=O)c1ccc(Br)cc1	-9
COc1ccc(CC(=O)NCCN2Cc3ccccc3OC(c3ccccc3OC)C2)cc1OC (stereo unspecified)	-5
CC(C)(C)c1ccc(C(=O)Nc2ccc(Cl)nc2)cc1	-5

# Filtered by structure: the entries above containing two or more sulfur atoms
mol	ROC1-CUL1 inh
CCOc1cc(/C=C2\SC(=S)NC2=O)ccc1OCC(=O)O	13
COc1ccccc1CNC(=O)C(=O)NCC(c1cccs1)S(=O)(=O)c1ccccc1 (stereo unspecified)	-3
CCCCCOC(=O)CSc1nc2sc3c(c2c(=O)n1Cc1ccccc1)CC(C)(CC)OC3 (stereo unspecified)	0
CCOC(=O)c1sc(SC)c2c(=O)[nH]nnc12	2
Cc1ccc(NC(=O)CSc2nc(-c3cccs3)nc3cc(=O)[nH]n23)cc1	7
CSc1cc(-c2ccccc2)n(-c2ccccc2)c(=S)c1C(=O)c1ccccc1	-2
Cc1ccc(SCc2cc(=O)[nH]c(SC(C(=O)c3ccccc3)c3ccccc3)n2)cc1 (stereo unspecified)	5
O=c1c2c(-c3ccc(F)cc3)csc2nc(SCc2ccc(Cl)cc2)n1-c1ccccc1	6
N#Cc1c(NC(=O)c2cccc(S(=O)(=O)N3CCN(c4ccccc4)CC3)c2)sc2c1CCCC2	3
O=C(CCSc1nc2ccccc2n1S(=O)(=O)c1ccccc1)N1CCCCC1	-5
O=C(CSc1ccc(Cl)cc1)Nc1ccc(N2CCN(C(=O)c3cccs3)CC2)cc1	-4
NC(=O)c1cc(-c2ccccc2)sc1NC(=O)CSc1nc2sc3c(c2c(=O)n1-c1ccccc1)CCCCC3	8
COc1cccc(CSC(=S)N2CCc3ccccc3C2)c1	-1
CSc1oc(-c2cccs2)nc1S(=O)(=O)c1ccc(Br)cc1	-9
